# Pax4 gene expression = activators of Pax4 gene expression, primary screen, RT-PCR, mouse alpha TC1 cells, single point (AID 1053180). mouse alpha TC1 cells, Pax4 mRNA qPCR, 6 days; hits give high values; 100% = Pax4 plasmid added at qPCR. activation, % at 10 µM. hit rate 0.2% among 9,600;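 active = highest normalized replicate activity of 15 or more, or at least half the replicates reach 15 or more; inactive = neither condition met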;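 note: pax4 Ct normalized to GAPDH with activation seen as lower delta delta Ct; plate controls were plate neutral control wells for no effect and Pax4 plasmid positive control for full effect; each compound tested in two replicate wells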
# YAP1 CTGF inhibition = YAP1 pathway inhibitors via CTGF transcript, primary screen, DLD1 colon cancer cells, RT-qPCR, single point (AID 743449); DLD1 CTGF mRNA qPCR, 24 h; hits give high values; hit rate 0.9% among 9,900; inhibition, % at 12.5 µM;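 active = mean normalized replicate activity at least 50 and at least half of replicates each reaching 50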;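 note: 0% = neutral control wells and 100% = dasatinib control wells; higher means stronger suppression of CTGF expression like dasatinib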
# Numbers without * were called inactive; · = not tested or not shown; & = joins results of further samples. Some of the compounds tested, so the mix of outcomes need not match the whole.
SMILES,Pax4 gene expression,YAP1 CTGF inhibition
CCCNC(=O)N1[C@H](CO)[C@H](c2ccc(C#Cc3cccc(F)c3)cc2)[C@@H]1C#N,0.0,29
C[C@@H]1CN([C@H](C)CO)C(=O)c2cc(-c3ccncc3)cnc2O[C@@H]1CN(C)C(=O)CN1CCOCC1,0.0,21
Cc1ccccc1S(=O)(=O)N1C[C@@H](O)COC[C@@H]2O[C@H](CC(=O)N3CCCCC3)CC[C@H]21,0.1,3
CS(=O)(=O)N1[C@H](CO)[C@@H](c2ccccc2-c2ccccc2F)[C@@H]1C#N,0.0,3
C[C@@H]1CCCn2cc(nn2)COCCNC1=O,0.0,-9
CCc1cnc(N2[C@@H](C#N)[C@H](c3ccc(-c4cccc(F)c4)cc3)[C@@H]2CO)s1,0.0,-34
CN1C(=O)c2cc(NC(=O)Nc3ccccc3Cl)ccc2OC[C@H]2O[C@@H](CC(=O)O)CC[C@@H]21,0.0,-13
COc1ccc2c3c([nH]c2c1)[C@H](CO)N(C(=O)Nc1ccc(F)cc1)CC31CN(S(=O)(=O)c2ccc(C)cc2)C1,0.0,9
CCS(=O)(=O)Nc1ccc2c(c1)C(=O)N(C)[C@H]1CC[C@H](CC(=O)NCCCN3CCOCC3)O[C@@H]1CO2,0.0,2
Cc1ccc(S(=O)(=O)Nc2ccc3c(c2)C(=O)N([C@@H](C)CO)C[C@@H](C)[C@H](CN(C)S(=O)(=O)c2cccs2)OCCCC[C@@H](C)O3)cc1,0.0,24
COc1ccc2c3c(n(C)c2c1)[C@@H](CO)N(CC1CC1)CC31CN(C(=O)Nc2ccc(F)cc2F)C1,0.0,25
COc1cccc(S(=O)(=O)N2C[C@@H](O)COC[C@@H]3O[C@@H](CC(=O)N4CCN(c5ccccc5)CC4)CC[C@H]32)c1,0.1,5
CCS(=O)(=O)N1CC2(CN(C(=O)c3ccc(F)cc3)[C@H](CO)c3[nH]c4cc(OC)ccc4c32)C1,0.0,-15
N#C[C@@H]1[C@@H](c2ccc(-c3cccc(F)c3)cc2)[C@@H](CO)N1c1nc(-c2ccccc2)cs1,0.0,-62
C[C@@H]1CN([C@H](C)CO)C(=O)c2c(c3ccccc3n2C)-c2ccccc2CO[C@H]1CN(C)Cc1cccc(C(F)(F)F)c1,1.3,8
C[C@@H]1CN([C@@H](C)CO)C(=O)c2cc(NC(=O)CCC(F)(F)F)ccc2O[C@@H](C)CCCCO[C@@H]1CN(C)C(=O)Nc1cccc2ccccc12,0.0,-22
O=C(C1CCOCC1)N1[C@@H](CO)[C@@H](c2ccccc2)C12CN(Cc1cccc(Cl)c1)C2,·,-14
N#C[C@H]1[C@@H](c2ccccc2)[C@H](CO)N1C(=O)CCN1CCCCC1,0.0,-6
O=C(C[C@H]1C=C[C@@H](NC(=O)Nc2ccccc2F)[C@H](CO)O1)NCc1ccc(-c2ccccc2)cc1,0.0,9
C[C@@H]1CN([C@H](C)CO)C(=O)Cc2cc(NC(=O)CCN3CCOCC3)ccc2O[C@@H]1CN(C)Cc1ccc(C(=O)O)cc1,0.0,-13
CNC(=O)C[C@H]1CC[C@@H]2[C@@H](COc3ccc(NC(=O)c4ccccc4F)cc3C(=O)N2C)O1,0.0,12
Cc1noc(C)c1NC(=O)N(C)C[C@H]1OCc2cnnn2CCCC(=O)N([C@H](C)CO)C[C@H]1C,0.0,-66
O=C(C[C@@H]1C=C[C@H](NS(=O)(=O)c2ccc(F)cc2)[C@H](CO)O1)N1CCc2ccccc2C1,0.0,-7
COc1ccc(-c2ccccc2[C@@H]2[C@@H](CO)N(C(=O)C3CCC3)[C@H]2C#N)cc1,0.0,-21
CNC[C@H]1OCCCC[C@H](C)Oc2ccc(NC(=O)Nc3ccc(OC)cc3)cc2C(=O)N([C@H](C)CO)C[C@H]1C,0.0,6
SMILES,Pax4 gene expression,YAP1 CTGF inhibition
CN1C(=O)c2cc(NC(=O)Cc3cccs3)ccc2OC[C@H]2O[C@H](CC(=O)N[C@H]3CCN(Cc4ccccc4)C3)CC[C@@H]21,0.0,10
O=C(C1CCCCC1)N1[C@@H]2CN(S(=O)(=O)c3ccccc3)c3ccccc3[C@@H]2[C@@H]1CO,0.0,8
N#C[C@@H]1[C@@H](c2ccccc2)[C@@H](CO)N1C(=O)c1ccccc1F,0.0,7
CCC(=O)N1C[C@H](C)[C@H](OC)CN(C)C(=O)c2cc(NC(=O)Nc3ccc(Cl)cc3)ccc2OC[C@@H]1C,0.0,20
O=C(C[C@H]1CC[C@H]2[C@@H](COC[C@H](O)CN2CCC(F)(F)F)O1)NCC1CC1,0.0,-6
O=C(c1ccccc1F)N1CC2(C1)[C@H](c1ccccc1)[C@@H](CO)N2CC1CCOCC1,·,-27
COc1ccc(CNC(=O)N(C)C[C@H]2OCc3ccccc3-c3c(n(C)c4ccccc34)C(=O)N([C@H](C)CO)C[C@@H]2C)cc1,0.0,-23
O=C(C[C@@H]1C=C[C@H](NC(=O)C2CCC2)[C@@H](CO)O1)NC1CCCCC1,0.0,-16
O=C(Nc1ccc2c(c1)[C@H]1C[C@H](CC(=O)N3CCOCC3)O[C@@H](CO)[C@H]1O2)Nc1ccccc1F,0.0,-13
O=C1CNC[C@H]2[C@H](c3ccc(C4=CCCC4)cc3)[C@@H](CO)N12,0.0,11
C/C=C/c1ccccc1[C@H]1[C@@H](CO)N(C(=O)NC2CCCCC2)[C@H]1C#N,0.0,-25
CO[C@H](CN(C)C(=O)C1CCOCC1)[C@H](C)CN([C@@H](C)CO)S(=O)(=O)c1ccccc1,0.0,-14
CO[C@@H]1CN(C)C(=O)c2cc(NS(C)(=O)=O)ccc2OC[C@@H](C)N(C(=O)C2CCOCC2)C[C@@H]1C,0.0,-14
COCC(=O)Nc1ccc2c(c1)C(=O)N(C)C[C@@H](OC)[C@@H](C)CN(C(=O)c1ccncc1)[C@H](C)CO2,0.0,5
COc1ccc2c3c(n(C)c2c1)[C@H](CO)N(CC1CC1)CC31CN(C(=O)Nc2ccc(F)cc2F)C1,0.0,29
COc1ccccc1C(=O)Nc1ccc2c(c1)C(=O)N(C)C[C@@H](OC)[C@@H](C)CN(C(C)=O)[C@@H](C)CO2,0.0,-6
COc1ccc2c3c([nH]c2c1)[C@H](CO)NCC31CN(C(=O)Nc2ccc3c(c2)OCO3)C1,0.0,9
C[C@@H]1CN([C@H](C)CO)C(=O)c2ccccc2-c2ccccc2CO[C@H]1CN(C)C(=O)[C@H](Cc1ccccc1)N(C)C,0.0,5
O=C(C[C@@H]1C=C[C@@H](NC(=O)CCN2CCCCC2)[C@H](CO)O1)Nc1nccs1,0.0,8
CCCNC(=O)Nc1ccc2c(c1)C(=O)N(C)C[C@@H](OC)[C@@H](C)CN(C)[C@@H](C)CO2,0.0,-4
COc1ccc2c3c([nH]c2c1)[C@@H](CO)N(C(C)=O)CC31CN(S(=O)(=O)c2cccs2)C1,0.0,14
CO[C@@H](CN(C)Cc1ccc2c(c1)OCO2)[C@@H](C)CN(C(=O)c1ccccc1)[C@@H](C)CO,0.0,-48
O=C(C[C@@H]1CC[C@@H]2[C@H](COC[C@@H](O)CN2C(=O)c2ccc3c(c2)OCO3)O1)NC1CCC1,0.0,17
C[C@@H]1CN([C@@H](C)CO)C(=O)c2ccccc2-c2ccccc2CO[C@@H]1CN(C)Cc1ccc(Oc2ccccc2)cc1,0.0,44
O=C(c1ccccn1)N1C[C@@H]2[C@H](c3ccccc31)[C@H](CO)N2C(=O)C1CCCCC1,0.0,-23
SMILES,Pax4 gene expression,YAP1 CTGF inhibition
COc1ccccc1CN1[C@@H]2c3cccc(=O)n3C[C@H]1[C@H](CO)[C@H]2C(=O)N1CCc2ccccc2C1,0.0,3
C[C@@H]1CN([C@@H](C)CO)C(=O)c2ccccc2-c2ccccc2CO[C@@H]1CN(C)S(=O)(=O)c1cccc(C#N)c1,0.0,-3
Cc1ccc(S(=O)(=O)N(C)C[C@@H]2OCCCC[C@H](C)Oc3ccc(NC(=O)c4ccncc4)cc3C(=O)N([C@@H](C)CO)C[C@H]2C)cc1,0.0,23
OC[C@H]1Nc2ccc(-c3cccc(F)c3)cc2[C@@H]2[C@H]1CCN2Cc1ccc(F)cc1,0.0,-45
O=C(NC1CCCC1)N1[C@@H]2CNC[C@H]1C2c1ccc(-c2cccnc2)cc1 (stereo partly drawn),0.0&0.0,-14&6
OC[C@H]1[C@@H](c2ccc(C#CC3(O)CCCC3)cc2)[C@@H]2CN(Cc3cncnc3)CCCCN12,0.0,-11
C[C@@H]1CCCCO[C@@H](CN(C)C(=O)Nc2ccc3c(c2)OCO3)[C@H](C)CN([C@@H](C)CO)C(=O)c2cc(NS(=O)(=O)c3ccc(F)cc3)ccc2O1,0.0,-5
O=C(C1CCOCC1)N1CC(=O)N2[C@H](C1)[C@@H](c1ccc(C#CC3CCCCC3)cc1)[C@@H]2CO,0.0,16
CCS(=O)(=O)N1CCCCN2[C@H](CO)[C@H](c3ccc(-c4ccc(C(=O)N(C)C)cc4)cc3)[C@@H]2C1,0.0,-6
COc1ccc2c3c(n(C)c2c1)[C@@H](CO)N(C(C)=O)CC31CCN(Cc2ccccc2OC)CC1,0.0,20
CN1C(=O)c2cc(NC(=O)c3cccc(Cl)c3)ccc2OC[C@@H]2O[C@@H](CC(=O)NC3CCCCC3)CC[C@H]21,0.0,-3
CC(C)NC(=O)N(C)C[C@@H]1Oc2ccc(NC(=O)c3ccncc3)cc2C(=O)N([C@@H](C)CO)C[C@H]1C,0.0,3
C[C@H]1CN([C@@H](C)CO)C(=O)c2cccc(N(C)C)c2O[C@H]1CN(C)Cc1ccncc1,0.0,24
COCC#Cc1ccc([C@H]2[C@@H](CO)N3C(=O)CN(C(=O)CN4CCOCC4)C[C@@H]23)cc1,0.0,-16
COc1ccc2c3c(n(C)c2c1)[C@H](CO)N(S(C)(=O)=O)CC31CN(CC2CCOCC2)C1,0.0,2
CO[C@H](CN(C)C(=O)C1CCOCC1)[C@H](C)CN(C(=O)Nc1ccc(C(F)(F)F)cc1)[C@@H](C)CO,0.0,-19
COc1ccc(S(=O)(=O)N(C)C[C@H]2OCCCC[C@H](C)Oc3ccc(NC(=O)Cc4ccccc4)cc3C(=O)N([C@@H](C)CO)C[C@@H]2C)cc1,0.0,-10
O=C(Cc1ccccn1)N[C@@H]1CC[C@@H](CCNS(=O)(=O)c2cccc(F)c2)O[C@@H]1CO,0.0,-16
COc1ccccc1CN1[C@@H]2CNC[C@H]1C2c1ccc(-c2cccnc2)cc1 (stereo partly drawn),0.0,-4
C[C@@H]1CN([C@@H](C)CO)C(=O)c2ccccc2-c2ccccc2CO[C@H]1CN(C)C(=O)Nc1cccc(Cl)c1Cl,0.0,33
Cc1noc(C)c1S(=O)(=O)Nc1cccc2c1O[C@@H](CN(C)Cc1ccc(C(F)(F)F)cc1)[C@@H](C)CN([C@@H](C)CO)C2=O,0.0,-15
CO[C@H]1CC[C@@H]2CCN(C)C(=O)[C@@H](C)CN(C)C(=O)c3cc(C#N)ccc3OC[C@H]1O2,0.0,0
C[C@H](CO)N1C[C@H](C)[C@H](CN(C)C(=O)NC2CCCCC2)Oc2ncc(-c3cccc(F)c3)cc2C1=O,0.0,-6
CCC(=O)N1CC2(C1)[C@H](c1ccccc1)[C@H](CO)N2CC1CC1,·,8
C[C@H](CO)N1C[C@H](C)[C@H](CN(C)C(=O)Nc2cccc(F)c2)Oc2cc(C#CC3(O)CCCC3)ccc2S1(=O)=O,0.0,33
CCS(=O)(=O)N1CCC2(CC1)CN[C@@H](CO)c1c2c2ccc(OC)cc2n1C,0.0,0
Cc1ccc(S(=O)(=O)N[C@H]2C=C[C@@H](CC(=O)NCc3ccc(Cl)c(Cl)c3)O[C@@H]2CO)cc1,0.0,25
COc1ccccc1S(=O)(=O)N(C)C[C@@H]1OCc2ccccc2-c2ccccc2C(=O)N([C@H](C)CO)C[C@@H]1C,0.0,-14

# Ordered by molecular weight (smallest number first): ten of the compounds above.
SMILES,Pax4 gene expression,YAP1 CTGF inhibition
O=C(NC1CCCC1)N1[C@@H]2CNC[C@H]1C2c1ccc(-c2cccnc2)cc1 (stereo partly drawn),0.0&0.0,-14&6
COc1ccccc1CN1[C@@H]2CNC[C@H]1C2c1ccc(-c2cccnc2)cc1 (stereo partly drawn),0.0,-4
C[C@H]1CN([C@@H](C)CO)C(=O)c2cccc(N(C)C)c2O[C@H]1CN(C)Cc1ccncc1,0.0,24
OC[C@H]1[C@@H](c2ccc(C#CC3(O)CCCC3)cc2)[C@@H]2CN(Cc3cncnc3)CCCCN12,0.0,-11
COc1ccccc1CN1[C@@H]2c3cccc(=O)n3C[C@H]1[C@H](CO)[C@H]2C(=O)N1CCc2ccccc2C1,0.0,3
C[C@H](CO)N1C[C@H](C)[C@H](CN(C)C(=O)NC2CCCCC2)Oc2ncc(-c3cccc(F)c3)cc2C1=O,0.0,-6
CN1C(=O)c2cc(NC(=O)c3cccc(Cl)c3)ccc2OC[C@@H]2O[C@@H](CC(=O)NC3CCCCC3)CC[C@H]21,0.0,-3
C[C@@H]1CN([C@@H](C)CO)C(=O)c2ccccc2-c2ccccc2CO[C@@H]1CN(C)S(=O)(=O)c1cccc(C#N)c1,0.0,-3
Cc1noc(C)c1S(=O)(=O)Nc1cccc2c1O[C@@H](CN(C)Cc1ccc(C(F)(F)F)cc1)[C@@H](C)CN([C@@H](C)CO)C2=O,0.0,-15
COc1ccc(S(=O)(=O)N(C)C[C@H]2OCCCC[C@H](C)Oc3ccc(NC(=O)Cc4ccccc4)cc3C(=O)N([C@@H](C)CO)C[C@@H]2C)cc1,0.0,-10

# High-throughput results: PubChem BioAssay, Broad Institute
